KLK7 zymogen act: activators of human kallikrein-7 zymogen; P49862; 370,000 tested, 0.9% active; activation, % at 7 µM; purified proKLK7, EDANS-DABCYL substrate fluorescence; 100% is mature enzyme control, 0% vehicle;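 active = activation above the mean of all tested compounds plus 3 SD, computed per campaign excluding outliers beyond control limits, cut at about 13% in these data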
Target sequence (P49862 whole entry, looked up): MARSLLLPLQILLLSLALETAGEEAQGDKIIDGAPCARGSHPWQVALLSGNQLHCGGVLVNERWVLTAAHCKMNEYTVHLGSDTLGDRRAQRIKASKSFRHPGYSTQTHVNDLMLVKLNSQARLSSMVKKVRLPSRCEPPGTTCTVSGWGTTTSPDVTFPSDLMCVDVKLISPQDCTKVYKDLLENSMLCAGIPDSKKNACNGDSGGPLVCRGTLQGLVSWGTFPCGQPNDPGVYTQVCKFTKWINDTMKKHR
TDP2 inh: TDP2 (human) inhibition, absorbance primary screen. O95551. recombinant TDP2, T5PNP hydrolysis, p-nitrophenol absorbance 415 nm. inhibition, % at 12.8 µM. 370,000 tested, 0.34% active;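 active = inhibition above the mean of all tested compounds plus 3 SD, set per campaign, cut at about 25% in these data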;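 note: 0% = DMSO with enzyme and 100% = buffer with substrate but no TDP2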
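Evaluation: % inhibition relative to enzyme-containing and enzyme-free wells. Material: recombinant human TDP2. Benchmarks: enzyme-free and DMSO wells. Timing: enzyme reaction with compound for 2 h at 37 °C. Compound dosing: 12.8 µM only. Measured by: p-Nitrophenol epi absorbance. Reagent: T5PNP substrate at 5 mM, a TopII-DNA adduct mimic. Replication: single well per compound.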
Tn6 DDE FP: DD(E)-Tn6 binding inhibition, primary FP screen. inhibition, % at 8.3 µM. 370,000 tested, 0.21% active. Fibrin DD(E) TRITC-Tn6 fluorescence polarization displacement. P02675;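 active = inhibition above a per-campaign cutoff: mean of compounds within control limits plus 3 SD, cut at about 15% in these data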;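 note: 0% = median of all compound wells on the plate and 100% = blocking peptide control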
SIAE primary: blocks human sialic acid acetylesterase | Q9HAT2 | SIAE FP-Rh probe binding, fluorescence polarization | inhibition, % at 9.66 µM | 370,000 tested, 0.69% active | AID 1053197;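 active = inhibition above a cutoff: mean of compounds within the control limits plus 3 SD of those, cut at about 17% in these data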;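 note: 0% = plate median of compound wells and 100% = probe without SIAE protein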
Target sequence (Q9HAT2 whole entry, looked up): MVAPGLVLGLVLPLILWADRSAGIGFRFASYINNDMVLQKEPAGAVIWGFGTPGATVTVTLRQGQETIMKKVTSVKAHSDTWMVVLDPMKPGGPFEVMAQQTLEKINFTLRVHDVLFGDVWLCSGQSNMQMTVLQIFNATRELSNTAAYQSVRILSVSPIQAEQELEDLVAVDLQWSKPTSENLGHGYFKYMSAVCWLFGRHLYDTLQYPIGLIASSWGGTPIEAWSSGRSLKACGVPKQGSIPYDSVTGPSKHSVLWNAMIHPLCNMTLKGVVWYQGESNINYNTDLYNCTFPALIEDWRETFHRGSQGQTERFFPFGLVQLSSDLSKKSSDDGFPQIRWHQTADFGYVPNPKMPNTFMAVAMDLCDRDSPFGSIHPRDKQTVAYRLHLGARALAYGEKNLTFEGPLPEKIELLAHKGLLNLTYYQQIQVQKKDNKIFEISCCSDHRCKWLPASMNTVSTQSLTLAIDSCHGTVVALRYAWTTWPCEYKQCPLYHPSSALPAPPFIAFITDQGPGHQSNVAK
TCR CD3 inh: inhibitors of human TCR-CD3 interaction. inhibition, % at 9.4 µM. TAMRA-labeled TCR probe fluorescence, biochemical. 360,000 tested, 0.37% active; in the data active = inhibition above about 19%;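 note: recombinant mutant TCR 2C K166C tagged with TAMRA read by polarization; 0% = receptor in buffer alone and 100% = receptor with positive control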
PRMT1 FP inh: PRMT1 (human) inhibition, primary screen; Q99873; recombinant PRMT1, activity-based probe fluorescence polarization; inhibition, % at 2.79 µM; 370,000 tested, 1.3% active; AID 652257;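 active = inhibition above about 21% made by adding two undisclosed values, limit read from the data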
LEDGF integ inh: blocks HIV-1 LEDGF/p75-dependent DNA integration; TR-FRET IN-LEDGF/p75 DNA integration, Eu/Cy5; inhibition, % at 3.7 µM; 370,000 tested, 0.64% active; AID 743269;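 active = inhibition above the screen-wide mean plus 3 SD, cut at about 13% in these data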;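 note: signal is the Cy5 over europium emission ratio at 671 and 618 nm; 0% = plate median of compound wells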
UHRF1 binding: UHRF1 methyl-DNA binding inhibition. Q96T88. UHRF1 binding to methylated oligo, TR-FRET. inhibition, % at 4.4 µM. 370,000 tested, 0.75% active; in the data active = inhibition above about 21%;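 note: UHRF1 SRA domain binding a hemimethylated CpG hairpin DNA probe; 0% = median of test compound wells and 100% = reference inhibitor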
Tn7 DDE FP: disrupts Tn7 cyclic peptide binding to fibrin D-Dimer-E complex. P02675. inhibition, % at 8.3 µM. FP displacement of FITC-Tn7 peptide from fibrin DD(E); 0% = median of compound wells per plate. 370,000 tested, 0.13% active;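 active = inhibition above the mean of compounds falling within the control limits plus 3 SD of them, cut at about 14% in these data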;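 note: 0% = plate median of compound wells and 100% = 10 µM Aha-Tn7 peptide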
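System: human fibrin DD(E); quantity: Fibrin-DD(E) at 2 µM final; also added: fluorescent Tn7 probe at 0.1 µM; compound dosing: single nominal test concentration of 8.3 µM per compound; schedule: 10 min preincubation, 3 h with tracer, room temperature; detection: fluorescence polarization of the labelled Tn7 tracer; repeats: one replicate per compound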
MBD2 DNA inh: inhibitors of human MBD2 binding to methylated oligonucleotide. Q9UBB5. TR-FRET. inhibition, % at 4.4 µM. 370,000 tested, 0.31% active. AID 686964; in the data active = inhibition above about 13%
* marks the source's active call; other numbers are inactive results; . = not tested or not shown; & = joins results of further samples. An excerpt (hit frequency here may not be typical).

SMILES	KLK7 zymogen act	TDP2 inh	Tn6 DDE FP	SIAE primary	TCR CD3 inh	PRMT1 FP inh	LEDGF integ inh	UHRF1 binding	Tn7 DDE FP	MBD2 DNA inh
O=c1[nH]c(=O)n(-c2ccc(Br)cc2)c(O)c1C=NC(CO)(CO)CO	0.5	0	1	2	3	-2	2	0	0	0
COc1ccc(-n2c(-c3ccccc3F)nc3ccccc3c2=O)cc1	-0.1	7	7	16	9	-2	2	0	5	-7
COC(=O)NC(=C(Cl)Cl)P(=O)(c1ccccc1)c1ccccc1	-0.1	5	8	2	-6	3	-3	0	-4	-1
CC1(C)C2CC=C(CN3CCC(O)CC3)C1C2 (centres undefined)	-0.8	8	0	-1	6	-3	0	0	4	3
Cc1cccc(N2CCN(Cc3ccc4c(c3)OCO4)CC2)c1C	0.1	3	0	6	-1	1	0	-2	-1	0
O=[N+]([O-])NC1=NCN(Cc2ccco2)CN1Cc1ccco1	0.5	-5	3	-4	-4	-1	-3	-1	-9	1
CCCCn1c(O)c(C(C)=NCCc2ccccc2)c(=O)[nH]c1=O	-0.3	-9	13	1	9	1	3	3	-5	7
C=CCN(CC=C)Cc1c[nH]c2ccccc12	-0.1	1	2	4	7	0	0	-3	-11	-4
O=c1[nH]c(=O)n(Cc2ccc(F)cc2)c(O)c1C=Nc1ccc(Cl)cc1	-0.4	8	5	-3	0	-4	2	-4	1	3
COCCO[C@H]1CCC2C3CC=C4C[C@@H](O)CC[C@]4(C)C3CC[C@@]21C (some centres undefined)	0.1	12	1	-2	6	-1	1	-2	0	3
COc1cccc(C(c2nnnn2Cc2ccccc2)N2CCC(n3c(=O)[nH]c4ccccc43)CC2)c1OC (centres undefined)	0.2	1	-10	-2	-6	0	1	-2	4	2
O=c1[nH]c(=O)n(-c2cccc3ccccc23)c(O)c1C=NCCCn1ccnc1	0.6	-1	3	-1	1	1	2	1	-6	-4
c1ccc2c3c(ccc2c1)OCC1CONC31 (centres undefined)	-0.8	3	0	2	6	-1	-5	1	8	-3
Brc1ccc(Oc2ccc(Br)cc2Br)c(Br)c1	0.3	-9	11	-5	5	0	-1	-3	1	-3
Nc1ccc(CC(N)c2csc(Nc3ncccn3)n2)cc1 (centres undefined)	-0.3	3	-7	3	-4	4	-3	-2	-4	-2
COC(=O)C1=CO[C@@H](C)[C@@H]2CN3CC[C@]4(C(=O)Nc5ccccc54)[C@@H]3C[C@H]12	0.8	1	6	-1	-1	1	0	0	-4	-2
O=c1cc(CN2CCNCC2)nc2sccn12	-0.9	-11	8	-5	-5	0	-3	2	-6	4
CN1C[C@H](O)[C@H]2C[C@@H]1c1ccccc1O2	0.4	7	6	-5	0	-1	-1	2	-1	3
Cc1ccc(Cc2c(C)nc3nc(SCC(=O)N4CCC5(CC4)OCCO5)nn3c2C)cc1	0.5	0	1	0	-5	2	1	2	-5	6
N#CC1=C(N)Oc2c(c(=O)oc3ccccc23)C1c1cccnc1 (centres undefined)	-0.9	-3	3	-3	-7	4	2	3	2	3
CCC1(Cc2ccccc2)C(=O)NC(=S)N(C)C1=O (centres undefined)	-0.1	-7	7	-5	-4	7	1	3	1	6
CCOC(=O)c1c(/N=C/c2c(O)n(-c3ccc(F)cc3)c(=S)[nH]c2=O)sc2c1CCCC2	1.2	1	0	-7	-11	27*	3	-2	1	-6
COc1cc(CN2CCN(C(=O)COc3ccccc3)CC2)cc(OC)c1OC	-0.1	-1	-11	0	3	-1	-1	-1	-4	1
Cc1c(C(=O)O)cccc1-n1c(C)cc(/C=C2\C(=O)NC(=O)N(c3ccc4c(c3)OCO4)C2=O)c1C	3.2	5	-6	-9	8	7	15*	17	1	9
CCC(=O)N1N=C2C3CCN(CC3)C2C1c1ccc(C)cc1 (centres undefined)	-0.2	7	-6	-5	-6	7	-3	0	3	3
CCOC(=O)[C@]12Cc3c(cc(OC)c(OC)c3OC)[C@H]1N(C1CCCCC1)C(=O)c1ccccc12	0.7	10	-1	7	-5	1	-4	-1	12	-2
C=CCN1C(=O)CSc2ccc(C(=O)N3CCC4(CC3)OCCO4)cc21	0.0	-15	11	5	1	-3	-5	-1	3	1
Cc1ccc(N2C(=O)NC(=O)C(CCc3ccccn3)(Cc3cccc(Cl)c3Cl)C2=O)cc1 (centres undefined)	0.0	-4	4	-2	0	-4	-2	-2	-6	0
O=Cc1cn(CCCOc2ccccc2)c2ccccc12	-0.4	7	-5	-2	8	-2	-3	-2	4	3
O=C1NC(=O)N(c2ccccc2)C(=O)/C1=C\C=C\c1ccccc1	-0.3	2	3	-6	-8	7	0	5	2	7
CCC(=O)OC(Cc1ccccc1)(c1ccccc1)[C@H](C)CN(C)C (some centres undefined)	-0.6	0	2	-4	-6	1	-2	0	1	0
COc1cc2c(cc1OC)C(C(=O)NC(C)C)C1CCCCN1C2=O (centres undefined)	0.4	-4	3	-3	-5	1	-8	1	3	-1
COC(=O)C1=C(c2ccccc2)C[C@@H]2CC[C@H]1N2C(=O)NCc1ccccc1	0.2	-2	3	1	-5	-2	-2	1	3	-1
COc1ccc(OC)c2c1CCC1NCCOC21 (centres undefined)	-1.7	-1	-3	0	0	0	2	-2	9	-1
COC(=O)C1=C(c2ccc(F)cc2F)C[C@@H]2CC[C@H]1N2C(=O)NCc1ccc2c(c1)OCO2	0.6	8	-3	0	7	0	3	-1	-2	0
Nc1c(C(=O)NCc2ccco2)c2nc3ccccc3nc2n1Cc1ccccc1	-48	20	-6	-7	-1	1	8	-10	-5	0

Random excerpt: 4 records from the list.
SMILES	KLK7 zymogen act	TDP2 inh	Tn6 DDE FP	SIAE primary	TCR CD3 inh	PRMT1 FP inh	LEDGF integ inh	UHRF1 binding	Tn7 DDE FP	MBD2 DNA inh
CCOC(=O)[C@]12Cc3c(cc(OC)c(OC)c3OC)[C@H]1N(C1CCCCC1)C(=O)c1ccccc12	0.7	10	-1	7	-5	1	-4	-1	12	-2
COC(=O)C1=C(c2ccccc2)C[C@@H]2CC[C@H]1N2C(=O)NCc1ccccc1	0.2	-2	3	1	-5	-2	-2	1	3	-1
Nc1c(C(=O)NCc2ccco2)c2nc3ccccc3nc2n1Cc1ccccc1	-48	20	-6	-7	-1	1	8	-10	-5	0
COC(=O)C1=C(c2ccc(F)cc2F)C[C@@H]2CC[C@H]1N2C(=O)NCc1ccc2c(c1)OCO2	0.6	8	-3	0	7	0	3	-1	-2	0

Further entries follow.
SMILES	KLK7 zymogen act	TDP2 inh	Tn6 DDE FP	SIAE primary	TCR CD3 inh	PRMT1 FP inh	LEDGF integ inh	UHRF1 binding	Tn7 DDE FP	MBD2 DNA inh
Oc1ccc2c3c1OC1[C@H](O)CC[C@@]4(O)[C@@H](C2)N(CC2CC2)CC[C@]314 (some centres undefined)	0.1&0.1	5&-4	4&-4	-3&-2	-7&4	6&9	-1&-4	2&4	-1&3	3&9
Oc1cccc2nc3ccccc3nc12	0.4	3	-9	18*	0	-2	4	-12	3	-10
CCOc1cc2c(cc1OCC)-n1cccc1C(c1ccc(F)cc1)NC2 (centres undefined)	-0.2	2	7	-3	7	-4	-3	2	2	-3
CC(C)N1C(=O)NC(=O)C2(Cc3cc([N+](=O)[O-])ccc3N(C)C2c2ccccc2)C1=O (centres undefined)	0.0	-15	3	-3	-7	-1	-8	2	8	3
CSCCC(c1nnnn1C(C)(C)C)N1CCC(n2c(=O)[nH]c3ccccc32)CC1 (centres undefined)	-0.9	2	2	-1	8	2	1	-1	10	-1
c1ccc2c(c1)CSc1ccccc1C2C1=NCCN1 (centres undefined)	0.4	-2	-2	3	-5	3	2	0	4	-5
CC(=Nc1c(C)n(C)n(-c2ccccc2)c1=O)c1c(O)n(Cc2ccccc2)c(=O)[nH]c1=O	0.4	-3	3	7	2	0	0	1	8	1
C=C1[C@@H](C)[C@H]2[C@H](Cc3ccccc3)NC(=O)[C@]23OC(=O)/C=C/[C@H](O)CCC[C@@H](C)C/C=C/[C@H]3[C@@H]1O	-0.3	-4	-12	0	-4	-4	2	3	-6	0
O=[N+]([O-])/C(Cl)=C1\NCCN1Cc1ccc(Cl)nc1	0.6	14	7	7	7	-4	-2	-3	-1	-5
Oc1cc(Cl)c(Cl)c(Cl)c1	-1.0	-1	-4	-6	-1	2	2	1	1	5
CN1CCCN(C(=O)COc2cccc(C(F)(F)F)c2)CC1	0.3	-1	-6	3	2	-1	-1	-1	0	1
Cc1cc(OCC(=O)N2CCC(C(=O)O)CC2)c2c3c(c(=O)oc2c1)CCCC3	6.6	12	4	3	-5	0	2	-3	-1	-7
Oc1ccccc1CN(CCc1ccccc1)Cc1ccccc1	0.0	3	8	2	5	1	1	1	3	2
CC1=C(C(=O)Nc2ccccc2)S(=O)(=O)CCO1	0.0	-16	-4	-6	-4	1	-8	1	4	-1
CC(=O)Nc1ccccc1C(=O)OCc1cccc(F)c1	-0.3	-2	-6	-2	-2	2	-8	3	0	3
COC(=O)C1=C(c2ccc(C(C)=O)cc2)C[C@@H]2CC[C@H]1N2C(=O)NC(C)C	-0.1	5	2	9	-7	2	0	4	6	4
COc1ccc(CCC(=O)N2CCC3(CC2)OCCO3)cc1	-0.5	6	6	1	7	2	1	3	-6	4
CN1C(=O)NC(=O)C(N=Nc2ccc(Cl)cc2)C1=O (centres undefined)	0.2	-13	-1	-4	-5	4	-7	4	5	-2
Cc1cc(C)[n+](C2C3CC4CC(C3)CC2C4)o1 (centres undefined)	0.3	4	-2	-3	-1	-2	1	1	-8	1
CC(NC(=O)OCc1ccccc1)P(=O)(Oc1ccccc1)Oc1ccccc1 (centres undefined)	0.1	2	-3	-4	.	-6	3	2	-3	-4
Cc1ccc(CN2CCCC(C(=O)c3sccc3C)C2)o1 (centres undefined)	0.5	9	-1	-1	-1	-2	1	1	-5	0
O=C1NC(=O)C(Cc2cccs2)C(=O)N1	-0.7	-3	-4	1	9	5	2	-2	-5	-2
CCCCCSc1cc(OC)c(CCN)cc1OC	-0.1	-1	3	19*	6	2	-2	1	3	3
Nc1ccc(N2CCN(Cc3ccccc3Cl)CC2)c(Cl)c1	0.5	2	-5	1	3	2	-1	1	4	-2
Cc1ccc(CNCCc2ccccc2F)cc1	-0.7	-7	-8	12	0	-2	2	25*	3	10
Nc1ccc(Cl)c(Cl)c1	0.1	3	2	5	-1	-2	2	-1	-4	-6
Cc1c(C(=O)N2CCC3(CC2)OCCO3)sc2ncnc(N(C)c3ccccc3)c12	-0.9	-5	0	0	-3	0	2	5	5	-1
O=C(Cc1ccc([N+](=O)[O-])cc1)N1CCN(Cc2ccc3c(c2)OCO3)CC1	0.3	-6	5	5	-11	-2	3	-2	-3	-3
O=P(OCC(F)(F)C(F)F)(N1CCCCC1)N1CCCCC1	0.9	-2	2	1	5	-1	-1	-2	4	-5
CN(C(=O)Oc1ccc(F)cc1)c1ccccc1	0.3	0	-2	-5	-7	5	-1	0	3	-4

Source: PubChem BioAssay
